# Screening results: PubChem, National Center for Advancing Translational Sciences (NCATS)
# ATXN2 expr inh – reduces ATXN2 reporter expression in HEK-293 cells | HEK-293 ATXN2-luciferase reporter, luminescence, 24 h | Potency, µM (top dose mostly 57 µM), inactives show top-dose activity change, negative = inhibition, hits mostly inhibitors | 360,000 tested, 0.72% active; further: potency means the concentration at half of the fitted maximal effect; on the % scale 0 is the no-effect control and ±100 the full control effect; nearly all actives have a fitted effect of over 55% in size
#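 ATXN2-luciferase reporter cells (luciferase flanked by upstream and downstream ATXN2 gene portions) were treated 24 h at 37 °C with compounds at up to 57 uM. SteadyGlo luminescence gave expression; GF-AFC fluorescence gave viability.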
# HT1080 IDH1KD tx – toxicity to HT-1080 IDH1 knockdown cells (counter line); Potency, µM (series often up to 46.1 µM), without a hit: at the highest dose activity, negative = toxicity, most hits filed as cytotoxic; 360,000 tested, 2% active; HT-1080 IDH1 knockdown viability, ATP luminescence, 48 h; AID 686971;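 further: potency means the concentration at half of the fitted maximal effect; 0% = DMSO wells and -100% = cell-free medium wells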
#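 Assay cells: HT-1080 with IDH1 knockdown, 750 per well, RPMI/5% FBS. Exposure: 48 h at 37 °C following 2 h pre-incubation. Read: CellTiter-Glo luminescence; fitted concentration-response, curve class assigned.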
# KB-3-1 tox – KB-3-1 parental cell cytotoxicity; 400,000 tested, 1.4% active; Potency, µM (highest dose often 46.1 µM), without a hit: at the top dose activity change, negative = cytotoxic, hits mostly cytotoxic; KB-3-1 viability, CellTiter-Glo ATP luminescence, 72 h; AID 1347075; further: potency means the concentration at half of the fitted maximal effect; on the % scale 0 is the no-effect control and ±100 the full control effect; nearly all actives have a fitted effect of over 60% in size
#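 Parental KB-3-1 viability, qHTS format: 72 h compound exposure, 37 °C; CellTiter-Glo; media-only wells and DMSO plates as controls; concentration-effect fits on corrected data.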
# SW480 rerep – induces DNA re-replication in SW480 colon adenocarcinoma cells; Potency, µM (doses to about 46.1 µM), without a hit: at the top dose re-replication activation, most hits filed as activators; 340,000 tested, 1.8% active; SW480 DNA re-replication, Hoechst DNA content imaging, 48 h; further: potency means the concentration at half of the fitted maximal effect; % of control where 0% means no effect; nearly all actives have a fitted effect of over 55% in size
#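 DNA re-replication was detected as more nuclei of elevated Hoechst intensity after 48 hr exposure to compound (23 nL pinned per well of 250 cells).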
# MCF10A rerep – inducers of DNA re-replication in MCF 10A breast cells; 350,000 tested, 2.9% active; AID 624296; MCF 10A DNA re-replication, Hoechst nuclear intensity, 48 h; Potency, µM (doses to about 46.1 µM), without a hit: at the highest dose activity, positive = re-replication, hits mostly activators; further: potency means the concentration at half of the fitted maximal effect; % of control where 0% means no effect; nearly all actives have a fitted effect of over 50% in size
# S2 tox – reduces viability in counter-screen for ATXN expression inhibitors; AID 651635; Potency, µM (top dose mostly 56.7 µM), hits mostly cytotoxic; 400,000 tested, 0.49% active; S2 cells (HEK-293 line with an ATXN2-luciferase reporter) viability, CellTiter-Fluor protease fluorescence, 24 h; further: potency means the concentration at half of the fitted maximal effect; nearly all actives have a fitted effect of over 40% in size
# HT1080NT lethal – kills 2HG-producing HT-1080-NT fibrosarcoma cells; 360,000 tested, 1.6% active; Potency, µM (series often up to 46.1 µM), for inactives: at the highest dose activity, negative = less viability, most hits filed as cytotoxic; HT-1080-NT fibrosarcoma viability, CellTiter-Glo ATP luminescence, 48 h;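 further: NT is the 2HG producing partner of a matched IDH1 knockdown line; potency means the concentration at half of the fitted maximal effect; 0% = DMSO-treated cells and -100% = media-only wells without cells; nearly all actives have a fitted effect of over 55% in size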
#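 Fibrosarcoma NT cells, 750 per well in 5% FBS RPMI, were exposed to compound for 48 hours. Viability: CellTiter-Glo luminescence.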
# HepG2 tox – kills HepG2 cells in TGF-b inhibitor counter-screen; Potency, µM (titrated, usually from 46.1 µM), for inactives: top-dose activity change, negative = cytotoxicity, actives largely listed as cytotoxic; AID 588856; 410,000 tested, 0.76% active; HepG2 CAGA-GFP viability, ATP luminescence, 18 h; further: potency means the concentration at half of the fitted maximal effect; some results filed as inactive show a strong effect at the top dose
#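 HepG2 CAGA-GFP cells (1000/well, DMEM with 1% FBS) received compound, then TGF-beta at 500 pg/mL final, and were incubated 18 hours at 37 degrees C. Viability was read by CellTiter-Glo luminescence. Media-only wells were set as complete cell-killing and DMSO as no toxicity.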
# IL1B secr inh – blocks inflammasome-driven IL-1 beta release. activity change, % at 57.5 µM. THP-1 LPS/ATP IL-1B secretion, AlphaLISA, 16 h; stronger effect = lower value. 360,000 tested, 4.7% active; in the data active means activity change below about -50%; inconclusive means mostly about -30% to -49%; further: on the % scale 0 is the no-effect control and ±100 the full control effect
#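 THP-1 cells pretreated 1 hr with compounds (up to 57.5 uM final), then stimulated with LPS (250 ng/mL final) plus ATP (1.25 mM final); secreted IL-1B measured by AlphaLISA after 16 hr, decreased signal indicating inhibition.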
# Starred values were filed as active, the others as inactive; i = inactive; ? = inconclusive; . = no result given; [ ] = remark or other dose. Unless noted, the call rests on the fitted dose curve; in most records, active means well fitted curve in the direction sought with a large enough effect; inconclusive means small, poorly fitted or top-dose-only effect, or another doubt; inactive means no such curve, though single readings can be large; an effect the other way counts as inactive or inconclusive.
# Values run as follows: ATXN2 expr inh | HT1080 IDH1KD tx | KB-3-1 tox | SW480 rerep | MCF10A rerep | S2 tox | HT1080NT lethal | HepG2 tox | IL1B secr inh
CCC(C(=O)OCC(=O)Nc1cccc(OC)c1)c1ccccc1 (configuration not stated)
    . | 0% | 0% | 9% | 1% | i | -3% | -16% | 30
COc1ccc(C(CNC(=O)c2ccc(S(=O)(=O)N(C)C)cc2)N(C)C)cc1 (configuration not stated)
    1% | -1% | -16% | -15% | -3% | i | 2% | 3% | -10
Cc1ccc(NC(=O)COC(=O)c2cccnc2)cc1
    1% | -2% | -21% | ? | -27% | i | -5% | -4% | -5
COc1ccc(NC(=O)CN(C)C(=O)CNC(=O)Cc2cccc3ccccc23)cc1
    -17% | 0% | 5% | 1% | 0% | i | -14% | 1% | -2
COC(=O)Nc1sc(C(=O)N(C)C)c(C)c1C(=O)OC
    -7% | 4% | 30% | -9% | -1% | i | 17% | 9% | 12
CC(NC(=O)c1cc(COc2ccccc2)on1)c1nccs1 (configuration not stated)
    31%[activator] | 6% | 8% | -8% | 15% | i | 1% | -18% | 12
O=C(C1CCC1)N1CCN(c2cccc(C(F)(F)F)c2)CC1
    -18% | 11% | 0% | 1% | -11% | i | 0% | -25% | -21
CC(=O)Nc1nonc1-c1nnc(SCC(=O)N(C)c2ccccc2)n1C
    10% | . | 9% | . | . | i | . | 3% | .
COc1ccc(-c2cn(-c3ccc(Cl)cc3)c3[n+]2CCCCC3)cc1
    -22% | -24% | 9.2µM* | 3% | ? | i | -25% | -5% | ?
COc1ccc(S(=O)(=O)N2CCc3ccccc32)cc1C(=O)Nc1ccc(NC(C)=O)cc1
    . | -25% | 9% | ? | 23µM* | i | ? | -58% | -10
C#CCOCCOCCOCCNc1nc(N2CCN(C(=O)[C@H](CCC(=O)O)n3cc(C(N)[C@H](C)CC)nn3)CC2)nc(N2CCN(C(=O)[C@H](CCC(=O)O)n3cc(C(N)[C@H](C)CC)nn3)CC2)n1 (some centres not stated)
    8% | -2% | 3% | -1% | ? | i | 2% | -13% | 3
CCn1c(C)nc2cc(C(=O)OC(C(F)(F)C(F)F)C(F)(F)C(F)F)ccc21
    194%[activator] | 10% | -8% | -2% | 7% | ? | 3% | 6% | 2
CCn1c(=O)c(C(=O)NNC(=O)c2cccc(Cl)c2)c(O)c2ccccc21
    ? | ? | -25% | ? | 23µM* | i | 13µM* | -56% | 11
Cc1ccc(C(C)CCN2CCC(n3nccc3NC(=O)c3ccccc3)CC2)o1 (configuration not stated)
    6% | 6% | . | 6% | 5% | ? | 0% | 10% | -10
Cc1nnc(NC(=O)c2ccc3c(c2)C(=O)N(CC2CCCO2)C3=O)s1 (configuration not stated)
    1% | -4% | 1% | ? | 12µM* | i | 10% | 17% | -17
Cc1ccc(C(=O)/C=C/Nc2ccc(S(=O)(=O)Nc3cc(C)nc(C)n3)cc2)cc1
    13% | 10% | . | 1% | ? | i | 11% | 2% | 8
CC(NC(=O)CCC1COc2ccccc2O1)c1ccccc1 (configuration not stated)
    17% | 6% | -6% | -11% | -5% | i | 10% | 30% | -16
CCc1ccccc1NC(=O)CC1SCCNC1=O (configuration not stated)
    . | 18% | 10% | -3% | -4% | i | 4% | 3% | -30
CSc1ccccc1NC(=O)C(C)N(C)CC(=O)N1CCN(Cc2ccccc2)CC1 (configuration not stated)
    -18% | 9% | 1% | 1% | 5% | i | 1% | 1% | 2
Cc1ccc(-c2nc3nc4ccccc4nc3n2Cc2ccco2)cc1
    16% | 12% | 2% | -3% | 26% | i | 5% | -19% | 9
Cc1ccc(S(=O)(=O)N2CCC[C@H]2C(=O)NC2=NCCS2)cc1
    2% | 1% | 23% | -2% | -1% | i | 1% | -2% | 11
COC(=O)CCSCC(=O)N1N=C(c2ccc(OC)cc2)CC1c1cccc(OC)c1OC (configuration not stated)
    . | -7% | -1% | -1% | 1% | i | -14% | -5% | 15
Cc1ccccc1NC(=O)c1ccc(COc2ccc3c(C)cc(=O)oc3c2)cc1
    -24% | -7% | 5% | 8% | ? | i | -7% | -22% | 20
O=C(CN1CCN(S(=O)(=O)c2ccc(Br)cc2)CC1)Nc1ccc2c(c1)OCO2
    -14% | -4% | -12% | -3% | -2% | i | -11% | -2% | -28
Cn1ncc2c(NCc3ccccc3)nc(NCCCO)nc21
    3% | -1% | 26% | 3% | 0% | i | 0% | 13% | -25
CCn1nc(C)c(/C=N/NC(=O)Cn2cncn2)c1C
    8% | -5% | -1% | -5% | -14% | i | -3% | -23% | -13
CC(C)NCC(=O)NC12CC3CC(CC(C3)C1)C2
    3% | 6% | -7% | -14% | 4% | i | 2% | -6% | -20
COc1ccc(-c2n[nH]c(=S)n2/N=C/c2cccn2C)cc1
    . | 0% | 3% | -3% | -2% | i | 11% | 27% | -19
Cc1cccc(-c2nnc3sc(-c4ccccc4)nn23)c1
    16% | 29% | -15% | -1% | -4% | ? | 25% | -1% | -6
Cc1c(C(=O)N2CCC[C@H]2C(N)=O)oc2c(F)cccc12
    50%[activator] | 3% | 10% | ? | 8% | i | 1% | 7% | 0
Clc1cccc(Cl)c1C[n+]1cccc2ccccc21
    -20% | ? | ? | ? | 5% | i | ? | 2% | -7
CNC(=O)c1ccc(NC(=O)CCNC(=O)Nc2ccccc2)cc1
    2% | 4% | -5% | -6% | 0% | i | 4% | 3% | 15
CN(CC1COc2ccccc2O1)C(=O)c1ccc(N(C)C)cc1 (configuration not stated)
    5% | 6% | 6% | 3% | -17% | i | 7% | -23% | -4
O=C(C(=Cc1ccc(F)cc1)c1ccccc1)c1ccc(O)cc1
    -20% | -3% | -5% | 1% | ? | ? | -3% | -54% | ?
Cc1ccccc1OCCCN1CCCC1
    -2% | -1% | -4% | -2% | 10% | i | 8% | -1% | -2
Nc1sc(Cc2ccccc2)cc1C(=O)NC1CCCCC1
    . | -15% | ? | . | . | . | -11% | . | -18
CC(C)Sc1nnc(Cn2c(=O)sc3ccccc32)n1-c1ccccc1
    -4% | 6% | 4% | -2% | -1% | i | 14% | 2% | 7
O=S(=O)(c1ccccc1)c1cnc2ccccc2c1
    6% | 3% | 14% | -2% | 11% | i | -1% | -2% | 22
COc1ccccc1N1CCN(C(=O)CCn2nc(C)c(S(=O)(=O)N3CCCC3)c2C)CC1
    6% | . | 7% | . | . | i | . | -1% | .
Cc1cc(OCC(=O)C(C)(C)C)c2c(-c3ccccc3)cc(=O)oc2c1
    -4% | -9% | -7% | -8% | 25% | i | -7% | -38% | 70
CC(C)CCNC(=O)COc1cccc2c1OC(C)(C)C2
    ? | -7% | 1% | 12% | 5% | i | 0% | 0% | -55*
Cc1nc(C)c(C(=O)NNC(=O)c2ccc(Br)cc2)s1
    -5% | 7% | 4% | 1% | -1% | i | 8% | 3% | 22
CCc1ccccc1N(CC(=O)NCCSCc1ccco1)S(C)(=O)=O
    -7% | ? | 2% | -10% | -2% | i | 0% | -12% | -4
Cc1ccc(C)c(N2CCN(C(=O)c3ccc4nc(-c5ccco5)c(-c5ccco5)nc4c3)CC2)c1
    -32% | ? | 18µM* | 18µM* | ? | i | ? | -5% | ?
COC(=O)[C@@]1(C)[C@H]2C(=O)N(Cc3ccccc3)C(=O)[C@H]2[C@H]2CN=C(SCc3ccc(C#N)cc3)N21
    -13% | -1% | 0% | 0% | -1% | i | -7% | -22% | -10
CC[C@]12c3[nH]c4cc(CCC(=O)N(C)C)ccc4c3CCN1C(=O)[C@@H](CC(=O)NCCCOC)C[C@@H]2C(=O)N1CCN(C(=O)C2CC2)CC1
    4% | 5% | -8% | 12% | -1% | i | 12% | 3% | -8
Cc1ccc(NC(=O)Cn2c(=O)n(Cc3ccc(F)cc3)c(=O)c3cccnc32)cc1C
    -5% | . | 15% | . | . | i | . | 1% | .
O=C(O)CCN1C(=O)c2ccc(NC(=O)COc3ccccc3)cc2C1=O
    -17% | 5% | . | -6% | 1% | i | -1% | 12% | 1
C/C(Nc1ccccc1C(F)(F)F)=C1/CCOC1=O
    -7% | 20% | -16% | -2% | 6% | i | -3% | 5% | 3
COC(=O)c1sccc1NC(=O)c1c(Cl)cccc1Cl
    . | -12% | -11% | 8% | 5% | i | 3% | -29% | 21
COc1ccc(N2C(=O)CSC23C(=O)N(CC(N)=O)c2ccccc23)cc1 (configuration not stated)
    7% | . | 18% | . | . | i | . | 1% | .
CC1=CC2CC1C1C(=O)N(c3ccc(S(=O)(=O)Nc4nc(C)cc(C)n4)cc3)C(=O)C21 (configuration not stated)
    43%[activator] | 20% | -3% | 0% | 6% | i | 15% | 1% | 24
O=C(NCCc1ccccc1)C1CCN(S(=O)(=O)c2cccc3nonc23)CC1
    3% | 1% | 17% | -2% | -1% | i | 1% | -25% | -7
Cc1cccc(Oc2sc(C(=O)c3ccccc3)c(N)c2C#N)c1
    -31% | ? | ? | ? | ? | i | ? | 10% | -86*
Cc1cccc(Nc2nc(C)nc(N)c2S(=O)(=O)c2ccccc2)c1
    0% | . | 3% | . | . | i | . | 2% | .
Cc1ccc(NC(=O)NN2CCOCC2)cc1
    . | 6% | -5% | -15% | 0% | . | 2% | -3% | 8
CC1(C(=O)N2CCOCC2)CCCCC1
    . | 10% | 4% | -4% | 0% | i | 1% | 0% | -8
O=C(O)C1C2C=CC(O2)C1C(=O)Nc1ccccn1 (configuration not stated)
    1% | 2% | 14% | 1% | -41% | i | 3% | 4% | -24
CCCN=C(Nc1ccc(Cl)cc1)c1cccnc1
    1% | -5% | -2% | -6% | -6% | ? | 17% | 2% | -8

# Some entries already given, showing only HepG2 tox, KB-3-1 tox and HT1080NT lethal:
compound	HepG2 tox	KB-3-1 tox	HT1080NT lethal
Cc1ccc(-c2nc3nc4ccccc4nc3n2Cc2ccco2)cc1	-19%	2%	5%
CCn1c(=O)c(C(=O)NNC(=O)c2cccc(Cl)c2)c(O)c2ccccc21	-56%	-25%	13µM*
